Bioassay records from PubChem BioAssay.
TAAR1 antag = human TAAR1 antagonism. CHO RD-HGA16 TAAR1, Fluo-8 calcium fluorescence, antagonist. inhibition, % at 3 µM. 1.5% of 360,000 active. AID 624466;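 active = inhibition above a per-plate cutoff, the mean inhibition of test compounds on that plate plus 3 SD, cut at about 49% in these data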;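 note: 0% = DMSO plus EC80 beta-PEA response and 100% = DMSO alone without agonist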
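test system = CHO RD-HGA16 cells bearing hTAAR1 | replication = singlicate | controls = DMSO-only wells and EC80 β-PEA-stimulated wells | reagent = EC80 β-phenethylamine stimulus | read-out basis = percent inhibition of PEA-evoked calcium signal, max/basal emission ratio | schedule = seeding 17-24 h prior, 75-min 37 °C, 30-min RT dye loading | signal = kinetic Fluo-8 calcium fluorescence measurement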
M1 ag = activates human CHRM1 receptor; 0.33% of 360,000 active; activation, % at 3 µM; P11229; AID 588814; CHO-K1 hM1, Fluo-8 calcium fluorescence, agonist mode; 0% DMSO, 100% acetylcholine EC100;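 active = activation above the run's mean compound activation plus 3 SD, cut at about 16% in these data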;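 note: peak over basal fluorescence ratio within a 140 s kinetic read after compound addition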
Target sequence (P11229 whole entry, looked up): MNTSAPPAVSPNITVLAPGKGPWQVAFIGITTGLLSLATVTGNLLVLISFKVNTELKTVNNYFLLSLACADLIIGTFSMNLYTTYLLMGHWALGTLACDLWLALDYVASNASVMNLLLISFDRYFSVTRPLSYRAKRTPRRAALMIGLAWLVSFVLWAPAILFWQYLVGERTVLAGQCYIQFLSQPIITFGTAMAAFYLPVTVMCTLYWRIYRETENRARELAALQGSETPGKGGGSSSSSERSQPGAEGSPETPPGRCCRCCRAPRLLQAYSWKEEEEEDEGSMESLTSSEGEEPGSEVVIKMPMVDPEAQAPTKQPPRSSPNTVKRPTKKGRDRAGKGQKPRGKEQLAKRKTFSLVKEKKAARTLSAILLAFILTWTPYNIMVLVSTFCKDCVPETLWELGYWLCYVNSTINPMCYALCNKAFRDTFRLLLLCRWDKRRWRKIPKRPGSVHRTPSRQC
CHO parental Ca = counter-screen for OX1R antagonists: effect in parental CHO cells | parental CHO-K1, ATP-induced calcium, Fluo-8 fluorescence | inhibition, % at 5.6 µM | 0.63% of 330,000 active | AID 463079;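 active = inhibition above that plate's mean sample inhibition plus 3 SD, cut at about 26% in these data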;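 note: 0% = ATP-challenged DMSO wells and 100% = DMSO wells without ATP; some compounds past the cut are filed as inactive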
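Measured by: calcium-sensitive Fluo-8 fluorescence / Test system: CHO parental line / Controls: ATP-challenged DMSO wells low, unchallenged DMSO wells high / Measure: % inhibition / Compound: single nominal dose of 5.6 µM per compound / Replicates: single well per compound, no replicates / Reagent: ATP as calcium-mobilizing challenge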
OXTR agonist = human OXTR agonism | 0.32% of 320,000 active | activation, % at 3 µM | AID 2435 | CHO-OTR cells, Fluo-8 calcium fluorescence; normalized: DMSO 0%, oxytocin 100%;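 active = activation above the mean of all tested compounds plus 3 SD, cutoff set per screening run, cut at about 20% in these data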;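 note: peak over basal fluorescence ratio from a 100 s FLIPR kinetic read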
Target sequence (P30559 whole entry, looked up): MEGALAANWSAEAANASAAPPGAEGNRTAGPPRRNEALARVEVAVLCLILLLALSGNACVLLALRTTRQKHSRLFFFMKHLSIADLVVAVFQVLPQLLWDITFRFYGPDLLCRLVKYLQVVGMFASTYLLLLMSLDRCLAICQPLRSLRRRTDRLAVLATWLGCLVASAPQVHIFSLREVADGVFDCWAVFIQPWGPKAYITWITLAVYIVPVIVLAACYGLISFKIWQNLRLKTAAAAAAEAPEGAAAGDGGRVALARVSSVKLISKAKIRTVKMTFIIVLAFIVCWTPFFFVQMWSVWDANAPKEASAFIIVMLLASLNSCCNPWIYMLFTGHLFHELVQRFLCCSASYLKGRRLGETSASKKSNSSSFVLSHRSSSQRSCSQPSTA
CHRM1 PAM = human CHRM1 positive allosteric modulation | CHO-K1 hM1, Fluo-8 calcium fluorescence, ACh EC20; 0% = ACh EC20, 100% = maximal ACh | 0.088% of 360,000 active | P11229 | activation, % at 3 µM | AID 588819; in the data active = activation above about 19%, passing the limit was not always enough
TAAR1 ag = agonists of human TAAR1. Q96RJ0. CHO RD-HGA16 TAAR1, Fluo-8 calcium fluorescence; vehicle wells 0%, saturating PEA agonist 100%. activation, % at 3 µM. 0.99% of 360,000 active. AID 624467;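 active = activation above the mean activation of all test compounds in the run plus 3 SD, cut at about 38% in these data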
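Test system: RD-HGA16 (CHO) cells co-expressing Gα16 and hTAAR1 / Benchmarks: DMSO vehicle as 0%, PEA at EC100 as 100% / Repeats: no replicates (n 1) / Measure: % activation from peak over basal fluorescence ratio, DMSO-to-PEA scaled / Timing: 17-24 h plating, Fluo-8 75 min 37 °C, 30 min RT / Technique: kinetic Fluo-8 calcium fluorescence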
OXTR potentiator = potentiators of human oxytocin receptor. P30559. CHO-OTR cells, Fluo-8 calcium fluorescence, potentiator mode; 0% = oxytocin EC15, 100% = EC100. activation, % at 3 µM. 0.061% of 320,000 active. AID 2445;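 active = activation above that plate's cutoff, the mean activation of tested compounds plus 3 SD, cut at about 6.6% in these data, passing the limit was not always enough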;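 note: 100% uses oxytocin at 75 nM as the full agonist control; some results filed as inactive read as strong as hits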
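Assay system: CHO-OTR cells, human receptor / Also added: oxytocin at about EC15, sub-maximal agonist stimulus / Dosing: single dose, 3.0 µM nominal final compound concentration / Incubation: 6 min pre-incubation, 100 s read / Technique: Fluo-8 calcium dye fluorescence / Read-out: % activation vs EC15 and EC100 oxytocin / Benchmarks: EC15 oxytocin low, 75 nM oxytocin high / Replicates: singlicate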
V1aR counter = activates human V1a receptor in oxytocin agonist counter-screen; P37288; CHO-V1R cells, Fluo-8 calcium fluorescence, agonist mode; 0% DMSO, 100% 3 nM vasopressin; activation, % at 3 µM; 0.25% of 320,000 active; AID 2797;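 active = activation above the mean activation of all tested compounds plus 3 SD, per screening run, cut at about 20% in these data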;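 note: signal is peak over basal fluorescence ratio across a 100 second FLIPR read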
CHRM1 antagonist = blocks human M1 muscarinic receptor; inhibition, % at 3 µM; CHO-K1 hM1, Fluo-8 calcium fluorescence, ACh EC80 antagonist; P11229; 1.3% of 360,000 active;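 active = percent inhibition above its own plate's cutoff, namely the mean of that plate's compound wells plus 3 SD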;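 note: peak over basal fluorescence ratio during 140 s after agonist addition; 0% = ACh EC80 plus DMSO and 100% = DMSO alone without agonist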
* = called active by the depositor; . = no result given.

SMILES	TAAR1 antag	M1 ag	CHO parental Ca	OXTR agonist	CHRM1 PAM	TAAR1 ag	OXTR potentiator	V1aR counter	CHRM1 antagonist
COC(=O)c1ccccc1NC(=O)C1CCN(S(=O)(=O)c2cc(OC)ccc2OC)CC1	7	-2	-18	-0.2	-5	12	3	0.5	5
CN(C)c1nnnn1Cc1ccccc1	-4	-10	-7	-0.2	12	0	-6	0.4	-8
CC(C)N(CCCNC(=O)CC1Oc2ccccc2NC1=O)Cc1ccccc1 (configuration not stated)	-25	-12	-12	0.4	-1	2	-2	0.7	-3
O=C(c1ccc(F)cc1F)N1CCN(S(=O)(=O)c2ccc3c(c2)OCCO3)CC1	-7	0	-21	1.9	0	2	-4	1.6	-5
CCCCCCCCNCCS(=O)(=O)NC1CCCCC1	-26	3	.	.	0	11	.	.	-14
CC(C)(CS(=O)(=O)[O-])NC(=O)CC[N+](C)(C)CCO	-3	-2	6	3.4	-3	5	-10	-0.2	4
CC(=O)Nc1cccc(NC(=O)c2cc(C)on2)c1	-8	-1	2	-0.1	-1	6	-1	0.5	-4
Cc1ccc(C2(c3ccccc3)NC(=O)N(CC(=O)NC3(C#N)CCCC3)C2=O)cc1C (configuration not stated)	-9	-9	-14	0.6	11	17	-6	0.7	-12
O=C(Cc1ccc(Cl)cc1)Nc1ccccc1C(=O)Nc1ccc(C(=O)O)cc1	26	-9	4	0.8	-4	3	-9	0.4	1
Cn1c(=O)c2ncn(CC(=O)NCCC3=CCCCC3)c2n(C)c1=O	-5	-3	-10	-0.5	12	3	-6	0.0	-13
CN(C)S(=O)(=O)c1cccc(N=C2NN=C(c3ccccc3)CS2)c1	-5	.	0	0.1	.	1	-2	0.8	.
COc1ccccc1N1CCN(C(=O)c2ccc(N(C)S(=O)(=O)c3ccccc3)cc2)CC1	14	-5	-17	3.1	-4	3	-12	5.7	5
CCOC(=O)c1sc(NC(=O)Cn2nnc3sc4c(c3c2=O)CCC(C(C)(C)C)C4)nc1C (configuration not stated)	1	-3	-17	0.2	4	-1	-1	0.7	-11
O=C(NC1CCN(Cc2ccccc2)CC1)C1CCCN(S(=O)(=O)c2cccc3nonc23)C1 (configuration not stated)	8	-4	-19	2.2	0	7	2	1.3	-24
COC(=O)CNC(=O)c1ccc(OC2CCN(C(=O)C3CC3)CC2)cc1	2	-1	3	0.6	6	8	-10	0.5	1
O=C(/C=C/c1ccc(Cl)cc1Cl)NCc1ccncc1	0	-5	-8	3.6	-5	12	-12	4.2	-3
CCOc1ccc(C(=O)CC(=O)C(=O)NCCc2ccc(OC)c(OC)c2)cc1	-10	-1	-21	0.1	6	32	-3	1.0	-7
O=C(O)c1cccc(S(=O)(=O)NNc2ccccc2C(F)(F)F)c1	6	-6	-6	-0.4	6	2	0	0.9	-3
Cc1ccsc1C1Nc2ccc3ncccc3c2C2=C1C(=O)CC(C)(C)C2 (configuration not stated)	-7	-3	-29	-1.3	-3	8	5	-1.4	1
Cc1ccc2nc(-c3ccc(NC(=O)CSCC(=O)O)cc3)sc2c1	-15	7	13	2.8	-3	0	-3	7.4	0

A stretch taken from the entries so far, for reference:
SMILES	TAAR1 antag	M1 ag	CHO parental Ca	OXTR agonist	CHRM1 PAM	TAAR1 ag	OXTR potentiator	V1aR counter	CHRM1 antagonist
COC(=O)c1ccccc1NC(=O)C1CCN(S(=O)(=O)c2cc(OC)ccc2OC)CC1	7	-2	-18	-0.2	-5	12	3	0.5	5
CN(C)c1nnnn1Cc1ccccc1	-4	-10	-7	-0.2	12	0	-6	0.4	-8
CC(C)N(CCCNC(=O)CC1Oc2ccccc2NC1=O)Cc1ccccc1 (configuration not stated)	-25	-12	-12	0.4	-1	2	-2	0.7	-3
O=C(c1ccc(F)cc1F)N1CCN(S(=O)(=O)c2ccc3c(c2)OCCO3)CC1	-7	0	-21	1.9	0	2	-4	1.6	-5

(cont.)
SMILES	TAAR1 antag	M1 ag	CHO parental Ca	OXTR agonist	CHRM1 PAM	TAAR1 ag	OXTR potentiator	V1aR counter	CHRM1 antagonist
CCOc1ccc(/C=C/C(=O)N(CC)CC(=O)Nc2c(F)cccc2F)cc1OC	-2	-2	.	.	8	-1	.	.	-13
N[C@@H](Cc1cc(I)c(Oc2cc(I)c(O)c(I)c2)c(I)c1)C(=O)O	.	.	-2	-1.1	.	.	-2	0.1	.
CN(Cc1ccc(OC(F)F)cc1)C(=O)c1ccc2c(=O)n3c(nc2c1)CCC3	4	-4	-9	0.6	3	0	-3	0.3	0
Clc1ccc(NCc2ccsc2)cc1	.	.	10	-1.3	.	.	-10	-0.8	.
CCCc1cc(=O)[nH]c(SCC(=O)N2CC3(C)CC2CC(C)(C)C3)n1 (configuration not stated)	4	-2	-4	-1.7	9	2	-4	-0.4	-5
Cc1nc2ccccn2c1C(=O)C(=O)Nc1cc(F)ccc1F	2	-3	3	-1.0	5	-1	-10	-1.2	-8
COc1cc(C2NC(=O)NC(C)=C2C(=O)OC(C)C)ccc1OC(=O)c1ccco1 (configuration not stated)	-2	-5	-21	-1.3	3	1	1	0.1	-5
CSc1nsc(SCC(=O)Nc2cc(C(=O)O)ccc2C)n1	35	-1	1	-0.2	9	5	0	0.8	-3
CCOC(=O)c1[nH]c2ccccc2c1NC(C)=O	-11	-4	-1	-0.2	14	1	-3	0.4	-18
CSc1ccc(CN(C)CC(=O)Nc2ccccc2Br)cc1	32	-8	-33	-1.3	-5	2	-6	-1.1	7
O=c1[nH]cnc2ccccc12	-23	6	-2	0.8	19	5	3	-0.6	-4
CCOc1ccc(NC(=O)CC2C(=O)N(c3ccc(OC)cc3)C(=S)N2Cc2ccccn2)cc1 (configuration not stated)	47	-3	0	0.6	-6	7	-6	1.9	-20
CCOC(=O)C1(C)CCCN1C(=O)c1ccc(C(F)(F)F)nc1C (configuration not stated)	1	-3	.	.	1	1	.	.	6
Cc1ccc(NC(=O)CSc2cccc[n+]2[O-])c([N+](=O)[O-])c1	-31	-1	-1	-0.7	7	1	-11	1.6	-2
CC1(C)N(O)CC(c2cccs2)=[N+]1[O-]	-1	-4	2	0.4	2	21	7	0.5	-3
CCOc1ccc(N=C2SC(C(=O)O)CC(=O)N2C)cc1 (configuration not stated)	3	-1	6	-0.4	2	13	-4	-0.4	10
COc1ccccc1NS(=O)(=O)c1cc(NC(=O)CCNC(C)=O)ccc1C	-7	-5	-8	-0.2	9	1	-13	0.2	-9
CCCCOc1ccccc1C1CC(=O)NC2=C1C(=O)CCC2 (configuration not stated)	14	6	-32	12	-4	24	-21	10	-18
CCN(CC)CCCOC(=O)c1ccc(OC)cc1O	10	-14	-8	1.6	-5	8	1	2.0	5
CCc1ccc(N2CC(C)Cn3c2nc2c3c(=O)[nH]c(=O)n2C)cc1 (configuration not stated)	-6	-11	-11	-2.0	10	-4	-5	-1.9	-26
CC(=O)Nc1ncc2c(n1)CC(c1ccco1)CC2=O (configuration not stated)	-14	-4	-17	-0.8	7	2	-6	1.1	-5
C/C=C/COC(=O)C1=C(C)NC(=O)NC1c1ccc2c(c1)OCO2 (configuration not stated)	-8	-4	-10	-0.6	1	2	-5	0.6	4
C=CCCCCCCCCc1nc(SCC(=O)O)n[nH]1	2	-2	7	-0.1	7	0	-2	0.3	-10
Cc1ccc(-c2nc(SC(C)C(=O)N3CCOCC3)n[nH]2)cc1 (configuration not stated)	-17	1	-5	0.5	5	0	-7	-0.9	-10
Cc1c(CC(=O)NCCCC(=O)O)c(=O)oc2c(C)c3oc4c(c3cc12)CCCC4	-3	-5	-6	-0.1	19	0	-12	0.9	-18
COC1=C(OC)C(=O)C(Sc2ccc3ccccc3c2)=CC1=O	-1	1	.	.	3	28	.	.	-1
CCOC(=O)C1=C(C)NC(SCC(=O)Nc2nc(C)cs2)=C(C#N)C1c1cccs1 (configuration not stated)	26	.	-41	-2.0	.	10	-8	0.4	.
CCOC(=O)c1nc(C)sc1-c1ccnn1S(=O)(=O)c1cccc(Cl)c1	-19	-4	-14	-3.1	-1	3	-3	-2.0	-5
COc1ccc(CCC(=O)Nc2cccc(S(=O)(=O)N3CCCCCC3)c2)cc1	2	-1	.	.	6	0	.	.	-9
CCOc1cccc(-c2nnc3sc(COc4ccc(OC)cc4)nn23)c1	3	-1	-7	-0.2	5	7	-12	2.5	-7
CCCCN(C)C(=S)Nc1ccsc1C(=O)OC	10	-4	-26	-2.3	4	-3	-4	-1.0	-11
CCOC(=O)c1nn(-c2sc(C(=O)OC)c(C)c2C(=O)OC)cc1O	5	-2	-4	0.9	1	12	-8	0.8	-11
CCOc1ccc(NS(=O)(=O)c2ccc(NC(=O)C3CCCO3)cc2)cc1 (configuration not stated)	23	3	4	7.2	4	39*	-27	7.2	-7
O=C(CCCCn1c(=O)c2ccccc2n(Cc2ccc(F)cc2)c1=O)NCc1ccco1	-6	-3	-23	-2.8	3	3	-4	-0.9	-6
CC(C)(C)c1nc(CN2CCOCC2)cc(CN2CCOCC2)c1O	-9	-2	-7	0.7	15	2	-9	1.1	-21
O=c1[nH]c(CSc2nnc3ccccn23)nc2cc(C(F)(F)F)ccc12	-3	.	-4	0.0	.	2	-8	0.3	.
O=C(CC1SC(=NCc2ccccc2)NC1=O)Nc1ccccc1 (configuration not stated)	6	-8	-4	0.3	6	0	-17	0.4	-1
Cc1ccc(C)c(N2CC(C(=O)OCC(=O)Nc3cc(C)on3)CC2=O)c1 (configuration not stated)	2	1	-21	-0.6	21	-3	-3	0.0	-13
COC(=O)c1c(NS(=O)(=O)c2cccs2)sc2c1CCCC2	10	-6	-4	-1.0	-2	6	2	-1.0	8
CCC(C)C(NC(=O)c1ccc(Cl)cc1)C(=O)O (configuration not stated)	-12	-2	-15	0.9	-5	2	-8	0.6	14
CCOC(=O)c1ccc(NC(=O)CSc2ccc(-c3ccccn3)nn2)cc1	-7	0	-18	0.7	1	5	-5	14	1
CC1=C(C(=O)OCC(C)C)C(c2ccccc2Cl)NC(=O)N1C (configuration not stated)	-48	-8	-5	-1.2	4	-3	-1	-1.9	-7
O=C1NC(=O)/C(=C/C(=O)N2CCOCC2)S1	-7	-5	-19	-0.3	-3	8	-3	1.0	-3
CC1(C)CC(=O)C2=C(C1)OC(N)=C(C#N)C2c1cccs1 (configuration not stated)	1	-7	-19	-0.1	-1	4	-5	0.2	4
